ADAM17 inh: inhibitors of human ADAM17; P78536; recombinant ADAM17, EDANS/DABCYL FRET peptide cleavage; inhibition, % at 6.95 µM; hit rate 0.83% among 370,000; AID 720648;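 active means inhibition above the mean of compounds lying between control limits plus 3 SD, set per campaign, cut at about 8.5% in these data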;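 further: 0% = DMSO-only wells as the low control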
ssDAF12 agonist: activators of S. stercoralis DAF-12 nuclear receptor; HEK293 ssDAF-12/GRIP1 lit1-tk-luc reporter, luminescence; % of 3 µM dafachronic acid response; activation, % at 6.8 µM; hit rate 1% among 370,000; AID 652126;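 active means activation above the mean over all tested compounds plus 3 SD, cut at about 0.9% in these data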;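 further: 0% = DMSO-only wells and 100% = 3 µM delta7-dafachronic acid wells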
DAX1 inh-1: inhibits human nuclear receptor DAX1. inhibition, % at 6.75 µM. hit rate 0.99% among 340,000. HEK293 Gal4-DAX1 luciferase reporter, luminescence. AID 504766;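 active means inhibition above the mean over all tested compounds plus 3 SD, cut at about 4.2% in these data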;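 further: 0% = DAX1-transfected cells with DMSO and 100% = empty-vector control cells with DMSO; inhibition shows as a rise in luminescence from relieved DAX1 repression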
Target sequence (P51843 207-470 limits assumed): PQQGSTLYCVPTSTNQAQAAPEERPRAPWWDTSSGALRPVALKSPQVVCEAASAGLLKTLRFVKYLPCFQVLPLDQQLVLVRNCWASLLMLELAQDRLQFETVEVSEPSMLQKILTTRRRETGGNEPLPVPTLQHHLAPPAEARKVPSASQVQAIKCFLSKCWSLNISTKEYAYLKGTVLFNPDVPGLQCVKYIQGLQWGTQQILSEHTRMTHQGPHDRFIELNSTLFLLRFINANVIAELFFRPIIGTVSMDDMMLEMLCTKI
hcDAF-12 act: activators of H. contortus DAF-12 nuclear receptor | HEK293 hcDAF-12 lit1-tk-luc reporter, luminescence; 0% DMSO, 100% Δ7-dafachronic acid | activation, % at 6.8 µM | hit rate 1.4% among 370,000 | AID 652067;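 active means activation above the mean of all tested compounds plus 3 SD, cut at about 5.5% in these data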;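 further: 100% = response to 3 µM Δ7-dafachronic acid high control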
hgDAF12 agonist: activates the H. glycines DAF-12 receptor ligand-binding domain. activation, % at 6.8 µM. hit rate 1.8% among 370,000. HEK293 GAL4-hgDAF12 UAS-luciferase reporter, agonist luminescence; normalized to butyrate control;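 active means activation above a cutoff set at the mean of all screened compounds plus 3 SD, cut at about 10% in these data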;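 further: 0% = DMSO wells and 100% = sodium butyrate wells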
GAA850 FXN act: frataxin GAA850 promoter activation; HEK293 lucGAA850 FXN promoter luciferase reporter, 24 h; percent of 10 µM SAHA response; activation, % at 6 µM; hit rate 0.56% among 360,000;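 active means activation above the average of all compounds screened plus 3 SD, cutoff fixed separately per campaign, cut at about 7.5% in these data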;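 further: 0% = DMSO wells and 100% = 10 µM SAHA wells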
PLCg1 inh: blocks human PLC-gamma1 enzyme activity. inhibition, % at 12.2 µM. P19174. hit rate 0.84% among 370,000. purified PLC-gamma1, fluorogenic substrate, fluorescence; in the data active means inhibition above about 9.5%
PLCb3 inh: inhibitors of human phospholipase C beta3; hit rate 0.18% among 370,000; AID 720704; Purified PLC-beta3, fluorogenic substrate, fluorescence; inhibition, % at 12.2 µM; Q01970; in the data active means inhibition above about 11%;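 further: 0% = median of compound wells on plate and 100% = full blocker control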
ADAM10 inh: ADAM10 inhibition, QFRET primary screen. recombinant ADAM10, EDANS/DABCYL FRET peptide cleavage, 3 h. inhibition, % at 7 µM. hit rate 0.62% among 370,000;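 active means inhibition above a per-campaign cutoff equal to the mean of compounds falling between control-based bounds plus 3 SD, cut at about 20% in these data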;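 further: 0% = DMSO wells while the 100% control is not disclosed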
Target sequence (O14672 214-748 limits assumed): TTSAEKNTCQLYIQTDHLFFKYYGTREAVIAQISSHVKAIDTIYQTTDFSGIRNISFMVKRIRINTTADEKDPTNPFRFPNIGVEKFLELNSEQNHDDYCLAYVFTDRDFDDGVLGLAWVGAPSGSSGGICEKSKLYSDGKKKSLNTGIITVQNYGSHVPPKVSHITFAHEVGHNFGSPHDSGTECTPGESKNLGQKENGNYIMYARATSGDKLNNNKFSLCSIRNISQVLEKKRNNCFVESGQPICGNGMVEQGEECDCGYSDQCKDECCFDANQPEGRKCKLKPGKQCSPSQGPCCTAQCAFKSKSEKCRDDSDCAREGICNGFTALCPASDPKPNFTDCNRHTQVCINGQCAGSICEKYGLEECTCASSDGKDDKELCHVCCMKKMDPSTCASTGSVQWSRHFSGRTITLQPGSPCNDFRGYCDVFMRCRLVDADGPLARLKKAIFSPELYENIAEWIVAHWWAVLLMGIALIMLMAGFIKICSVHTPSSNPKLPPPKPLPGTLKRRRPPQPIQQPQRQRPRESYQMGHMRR
HGIII-sPLA2 inh: Inhibits HGIII-sPLA2 liposome hydrolysis, primary screen | inhibition, % at 12.2 µM | hit rate 0.56% among 370,000 | QFRET BODIPY PC-A2 liposome hydrolysis, fluorescence | Q9NZ20;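 active means inhibition above mean plus 3 SD of compounds lying within the high and low control bounds, cut at about 19% in these data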;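 further: 0% = median of test compound wells and 100% = no enzyme DMSO wells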
DAX1 inh-2: blocks DAX1 repression of SF-1 activated StAR promoter; inhibition, % at 6.8 µM; AID 652010; hit rate 1.1% among 370,000; HEK293T StAR-luciferase reporter, SF-1/DAX-1 repression relief;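 active means inhibition above the mean over all tested compounds plus 3 SD, cut at about 3.6% in these data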;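 further: 0% = DAX-1 cells with DMSO and 100% = cells lacking DAX-1 with DMSO; higher inhibition means more luminescence from relief of DAX-1 repression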
* hit, by the source's call; i = inactive; . = no result given.

SMILES	ADAM17 inh	ssDAF12 agonist	DAX1 inh-1	hcDAF-12 act	hgDAF12 agonist	GAA850 FXN act	PLCg1 inh	PLCb3 inh	ADAM10 inh	HGIII-sPLA2 inh	DAX1 inh-2
CC(C)OC(=O)CSc1nc2c(c(C3CC=CCC3)c1C#N)CCC2 (centres undefined)	1	-1.3	-0.9	-2.0	0.3	1.9	9.6*	4	2	-3	0.7
COc1ccc(Cl)cc1S(=O)(=O)N(C)CC(=O)NCCCn1ccnc1	1	-1.0	1.8	-2.1	2.2	0.7	-1	-3	-3	0	0.5
COc1cccc(/C=N/NC(=O)C(=O)N2CCCC2)c1	-2	-1.4	0.8	-0.5	0.2	-2.6	3	1	3	5	0.7
O=C(COC(=O)COc1ccccc1)NC1CCS(=O)(=O)C1 (centres undefined)	2	-0.9	1.6	-1.1	-0.3	2.2	6	10	4	3	0.0
CCC(=O)Nc1ccc(C(=O)n2nc(C)cc2C)cc1	-3	-1.4	-1.2	-1.0	2.5	-2.0	-2	1	2	3	-0.2
CCOC(=O)c1c(NC(=O)C2C3C=CC(C3)C2(C)C(=O)O)sc2c1CCCC2 (centres undefined)	-11	-0.8	-0.2	-1.1	-3.8	0.6	-9	-13	-27	-7	-1.0
Cc1cccc(OCc2nnc(SCC(=O)Nc3nccs3)o2)c1	-1	-1.7	0.7	-1.6	0.1	1.1	-2	2	-1	-19	-0.1
CC(C)CN(c1ccccc1)S(=O)(=O)c1nnc(NC(=O)C(C)C)s1	-3	-1.2	0.5	0.3	-2.1	-1.4	-1	-9	-10	12	-0.6
CCOC(=O)Cn1c(C)[n+](CC(=O)c2ccccc2)c2ccccc21	-2	-1.0	-1.7	1.0	-0.6	2.3	-1	-7	-8	8	-0.2
COc1ccc(-c2cc(C(=O)NCCN3CCOCC3)c3cc(C(C)C)ccc3n2)cc1	-159	-1.2	0.2	0.3	3.6	0.0	i	i	-466	2	0.3
Cc1csc2nc(SCC(=O)N3CCN(c4ccccc4)CC3)[nH]c(=O)c12	2	-0.7	0.8	1.5	2.1	1.0	-4	-9	-1	-10	-0.1
Cc1ccc(OCC(=O)Nc2ccc(N3CCN(S(C)(=O)=O)CC3)cc2)cc1C	-3	-1.1	0.3	0.9	-1.8	1.7	-1	-3	-4	3	-0.2
NC(=O)C1CCN(C(=O)COc2cccc3cccnc23)CC1	-5	-1.3	-1.1	-1.3	1.2	-1.5	-32	-30	-15	-1	0.2
COc1ccc(C(=O)NCc2cccnc2)cc1	-3	-1.3	0.6	-0.2	-0.4	0.1	-2	-2	0	5	0.8
CN(C)c1cccc(C(=O)N/C=C/n2cnc3cc(C(F)(F)F)ccc32)c1	-4	-0.9	-0.5	1.8	-4.5	0.2	-144	-175	-5	6	0.2
O=C(/C=C/c1ccccc1)NNC(=O)c1cccnc1	-1	-1.1	1.7	-0.1	0.5	-2.6	1	4	1	-4	0.4
O=C(Cc1ccccc1)NNC(=S)NC(=O)c1cccs1	-4	-1.1	.	0.9	-1.3	-0.3	4	-6	-4	21*	-0.2
Cc1cc(C)nc(NC(=O)c2ccc(Cl)cc2[N+](=O)[O-])c1	3	-1.5	-1.3	1.3	0.1	-0.4	4	1	-6	11	-0.3
COCCCNC(=O)CCCOc1ccccc1	2	-0.9	1.5	-0.2	-3.0	4.2	1	2	11	-10	0.5
CCOC(=O)C[C@H]1c2ccccc2S(=O)(=O)N1Cc1ccc(Cl)cc1	2	-1.0	1.5	-2.3	-1.1	-0.8	3	3	6	-15	-0.9
COc1ccc(NS(=O)(=O)c2ccc(C)c(C(=O)N3CCN(Cc4cc(OC)ccc4OC)CC3)c2)cc1	-1	-1.2	0.7	-2.1	2.8	-2.4	3	-3	0	-18	-0.7
COc1ncnc2c1N=C1CC(C)(C)CC(N)=C1S2	-11	-1.2	0.7	-0.7	0.0	0.2	-49	-65	-23	-3	0.9
CN1CCN(c2ncnc3c2ncn3[C@H]2CN(Cc3ccc(C(=O)O)cc3)C[C@@H](CO)O2)CC1	-4	-1.6	.	1.0	1.7	-1.1	0	4	-7	5	-0.2
Cn1cc(Br)c(-c2cccc(NC(=O)CC(C)(C)CC(=O)O)c2)n1	2	-0.7	0.4	-1.6	-3.0	-1.4	3	-5	10	0	0.4
COc1ccc(N2CCN(C(=O)c3ccccc3NS(=O)(=O)c3ccccc3)CC2)cc1	-1	-0.4	-0.2	1.5	1.9	2.8	-3	-15	-3	-10	3.5
CCCn1c(=O)c(C(=O)NCCc2ccccc2)c(O)c2ccccc21	-3	-1.3	0.0	0.7	0.2	-1.4	0	-11	-5	9	0.7
O=C(O)/C=C/C(=O)Nc1ccc(SC(F)(F)C(F)(F)C(F)(F)F)cc1	-9	-1.4	2.1	-0.2	-0.9	-0.9	-2	-5	-10	2	-1.2
CC(C)C(=O)Nc1nc(-c2ccc3c(c2)CCN3C(=O)C2CC2)cs1	-7	-1.1	-0.4	1.3	3.8	1.4	-27	-40	-26	-2	-0.1
Cn1c(Nn2cnnc2)nc2ccccc21	-3	-0.1	1.8	2.7	-1.7	-1.6	-1	1	-3	8	-0.5
CN(Cc1ccccc1)C(=O)c1cccc(NC(=O)Cc2ccc(NC(=O)C3CCN(C(=O)c4ccccc4)CC3)cc2)c1	-2	-1.1	-1.0	-1.3	-1.1	-1.4	-3	-1	-8	-23	-0.4
CC(C)C[C@H]1CN(CCCC[C@H]2CNC(=O)C(=O)N2Cc2ccccc2)C(=O)C(=O)N1CC1CCCCC1	-2	-1.1	.	-1.5	-2.9	.	0	-1	-5	-5	-0.1
CC1CC(C)CN(C(=O)CCNS(=O)(=O)c2cccs2)C1 (centres undefined)	-2	-1.8	0.3	0.2	0.7	-3.1	0	-1	-6	-1	0.6
FC(F)(F)c1ccccc1Cc1c(-c2cccc(Cl)c2)nc2ccc(Cl)cn12	2	-1.0	.	1.4	2.8	.	-16	-27	-5	-18	1.1
CN(C(=O)COC(=O)c1ccc([N+](=O)[O-])cc1)c1ccccc1	0	-0.7	2.4	-0.3	-0.4	1.0	0	2	1	-3	0.1
O=S(=O)(Nc1ccc(-c2cn3c(n2)SCC3)cc1)c1cccs1	0	-1.9	-0.2	0.3	-0.3	4.1	0	-7	-9	-12	0.7
CCCCNC(=O)C1CCC(CNS(=O)(=O)c2ccc(C)cc2)CC1 (centres undefined)	1	-0.3	1.3	0.5	0.3	1.9	0	1	7	-7	-0.7
CC(C)C(NC(=O)/C=C/c1cccc([N+](=O)[O-])c1)C(C)C	-2	-0.1	-1.2	-1.9	-0.8	3.2	-2	3	-4	12	0.0
CCCc1cc(-c2ccc3c(c2)COc2c4ccccc4nn2-3)on1	-9	0.4	3.9	3.3	8.6	2.5	-25	-35	-29	2	2.3
COc1ccc(C(=O)Nc2ccc(Cl)cc2C(=O)NCc2ccco2)cc1OC	-3	-0.5	1.5	-2.3	-2.5	-4.9	-8	-11	-9	1	-1.7
COc1cc(CNC2CCCc3ccccc32)cc(OC)c1OC (centres undefined)	-2	-1.6	-0.1	-1.9	-2.0	0.2	2	-1	0	4	-0.1
COC(=O)c1ccc2c(=O)n(CCN3CCOCC3)c(SCC(=O)Nc3ccc(OC)cc3OC)nc2c1	0	-1.4	2.4	-1.3	0.0	-1.4	2	-6	-9	1	0.0
O=S(=O)(N/N=C\c1cccn1-c1ccccc1)c1ccc2ccccc2c1	-4	-1.5	0.8	-0.2	0.4	-0.6	-7	-32	-13	-1	0.2
O=C(OCC(=O)N1CCCC1=O)c1ncc(Cl)c(Cl)c1Cl	3	-1.1	3.2	-0.4	-0.7	-2.5	3	2	-2	3	-1.6
Cc1ccccc1C(=O)NC1CCN(Cc2nnnn2CCc2ccccc2)CC1	-4	-1.4	-1.2	-0.4	2.3	-2.8	0	-1	-3	2	0.1
COC(CNC(=O)CCc1c(C)nc2c(-c3ccccc3)c(C)nn2c1C)OC	-4	-1.3	-0.2	-1.9	1.6	-1.0	-26	-43	-7	-2	-0.2
CS(=O)(=O)c1[nH]nc(-c2cccc(Cl)c2)c1C#N	-1	-0.8	.	-0.1	-0.8	0.6	-1	-7	-1	-12	0.5
CCOc1ccc(-c2[nH]nc3c2C(c2ccc(O)cc2)C(C#N)=C(N)O3)cc1 (centres undefined)	-8	-0.9	-1.3	-3.6	-3.5	-1.2	-1	-1	-6	-58	-0.6
COC(=O)c1cn(-c2ccccc2)nc1-c1ccccc1	-3	-1.2	0.5	2.1	2.0	2.4	-4	2	6	-7	-1.1
O=C(c1ccc2ccccc2c1)N1CCN(Cc2ccccc2)CC1	-4	-1.0	0.2	-0.3	3.0	3.6	1	-8	-6	10	1.1
CC1(C)CC(NC(=O)c2ccc3c(c2)OCO3)CC(C)(C)N1	-8	-1.1	1.8	-1.8	-2.2	-0.3	0	2	-4	3	-0.4
CC(c1ccc(O)cc1)c1cn(C)c2ccccc12 (centres undefined)	4	-0.7	.	1.1	2.5	.	-1	-3	10	-20	0.2
COc1ccc(C/C(N)=N/n2cnnc2)cc1	-3	-1.8	-0.5	0.2	3.4	2.0	1	3	0	-2	-0.3
Cc1cccc(OCC(=O)N2CCN(C(=O)c3ccc([N+](=O)[O-])cc3)CC2)c1	-5	-0.7	-0.3	0.0	3.2	-0.2	2	-3	-8	0	-1.0
CCn1ncc(Br)c1C(=O)NC1CCCCCCC1	-4	-1.2	-0.4	-1.2	0.2	2.8	0	-11	-18	8	-0.8
O=C1[C@@H](c2ccccc2)[C@@H](c2ccccc2)N1c1ccccc1	-1	-1.0	.	-2.0	-0.5	.	3	-5	2	-2	-1.3
O=C(NCc1cccnc1)c1ccc(Cl)c(S(=O)(=O)Nc2ccccc2C(=O)NCc2cccnc2)c1	0	-0.8	0.1	0.8	1.2	1.2	-1	-5	-7	6	0.0
Cc1ccc(C=C(C#N)C(=O)c2ccccc2)cc1	-5	-0.8	.	-0.4	-0.3	.	-9	-10	-11	-7	0.2
O=C(COc1ccc2c(C(F)(F)F)cc(=O)oc2c1)Nc1ccc(N2CCOCC2)cc1	-1	-1.4	1.6	0.1	-1.6	1.3	-49	-53	-6	2	-0.4
COc1ccccc1Oc1coc2cc(O)ccc2c1=O	-186	-0.2	-0.4	-1.0	-1.2	0.9	i	i	i	-4	0.4
COc1ccc(C2=NN(C(C#N)c3ccc(OC)c(OC)c3)C(c3ccccc3)C2)cc1 (centres undefined)	-1	0.1	4.1	2.3	9.7	3.3	-7	-11	-4	-6	2.5

Some values from the list.
In PLCb3 inh, O=C(NCc1cccnc1)c1ccc(Cl)c(S(=O)(=O)Nc2ccccc2C(=O)NCc2cccnc2)c1 is listed with -5
In DAX1 inh-2, Cc1ccc(C=C(C#N)C(=O)c2ccccc2)cc1 is listed with 0.2

Compound activity as filed in PubChem BioAssay.
